IL1B secr inh – inhibitors of inflammasome signaling (IL-1 beta secretion) | activity change, % at 57.5 µM | 4.7% of 360,000 active | THP-1 LPS/ATP IL-1B secretion, AlphaLISA, 16 h; hits give low values; in the data active means activity change below about -50%; inconclusive means mostly about -30% to -49%; further: on the % scale 0 is the no-effect control and ±100 the full control effect
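THP-1 cells pretreated 1 hr with compounds (up to 57.5 uM final), then stimulated with LPS (250 ng/mL final) plus ATP (1.25 mM final); secreted IL-1B measured by AlphaLISA after 16 hr, decreased signal indicating inhibition.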
ATXN viability – viability counter-screen for ATXN expression inhibitors; S2 cells (HEK-293 line with an ATXN2-luciferase reporter) viability, CellTiter-Fluor protease fluorescence, 24 h; Potency, µM (doses to about 56.7 µM), actives largely listed as cytotoxic; 0.49% of 400,000 active; AID 651635; further: potency means the concentration at half of the fitted maximal effect; nearly all actives have a fitted effect of over 40% in size
SW480 rereplic – DNA re-replication induction in SW480 cells; SW480 DNA re-replication, Hoechst DNA content imaging, 48 h; Potency, µM (highest dose often 46.1 µM), for inactives: at the highest dose re-replication activation, usual class: activators; 1.8% of 340,000 active; AID 624297; further: potency means the concentration at half of the fitted maximal effect; % of control where 0% means no effect; nearly all actives have a fitted effect of over 55% in size
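250 cells/well; 23 nL cpd via pin tool; 48 hr, 37 C, 5% CO2; Hoechst 40 min; imager read of total nuclear intensity, ex 405/em 500-530 nm.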
ATXN2 expr inh – inhibitors of ATXN2 expression. Potency, µM (titrated, usually from 57 µM), without a hit: top-dose activity change, negative = inhibition, most hits filed as inhibitors. AID 1745845. 0.72% of 360,000 active. HEK-293 ATXN2-luciferase reporter, luminescence, 24 h; further: potency means the concentration at half of the fitted maximal effect; on the % scale 0 is the no-effect control and ±100 the full control effect; nearly all actives have a fitted effect of over 55% in size
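qHTS (up to 57 uM final) was run with 24 h compound exposure of reporter cells at 37 °C. Each well was multiplexed: SteadyGlo luminescence measured ATXN2-luciferase expression after a fluorogenic Gly-Phe-AFC viability readout (25 uM final).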
HT1080-NT tox – kills 2HG-producing HT-1080-NT fibrosarcoma cells; HT-1080-NT fibrosarcoma viability, CellTiter-Glo ATP luminescence, 48 h; Potency, µM (titrated, usually from 46.1 µM), inactives show top-dose activity, negative = less viability, actives largely listed as cytotoxic; 1.6% of 360,000 active;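 further: NT is the 2HG producing partner of a matched IDH1 knockdown line; potency means the concentration at half of the fitted maximal effect; 0% = DMSO-treated cells and -100% = media-only wells without cells; nearly all actives have a fitted effect of over 55% in size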
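Fibrosarcoma NT cells, 750 per well in 5% FBS RPMI, were exposed to compound for 48 hours. Viability: CellTiter-Glo luminescence.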
KB-V1 cytotox – kills drug-selected multidrug resistant KB-V1 cells; KB-V1 MDR cells viability, CellTiter-Glo, 72 h; Potency, µM (highest dose often 46.1 µM), inactives show at the top dose activity change, negative = cytotoxicity, usual class: cytotoxic; 3.4% of 400,000 active; AID 1347076; further: potency means the concentration at half of the fitted maximal effect; on the % scale 0 is the no-effect control and ±100 the full control effect; nearly all actives have a fitted effect of over 60% in size
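Cytotoxicity via CellTiter-Glo luminescence after 72 h compound exposure at 37 degrees C. Cells: drug-selected KB-V1 line, DMEM phenol-red free plus 10% FBS. Compounds tested at multiple concentrations; normalized data fitted to concentration-effect curves.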
MCF10A rereplic – DNA re-replication induction in MCF 10a cells. AID 624296. 2.9% of 350,000 active. Potency, µM (titrated, usually from 46.1 µM), inactives show at the top dose activity, positive = re-replication, most hits filed as activators. MCF 10A DNA re-replication, Hoechst nuclear intensity, 48 h; further: potency means the concentration at half of the fitted maximal effect; % of control where 0% means no effect; nearly all actives have a fitted effect of over 50% in size
HT1080 IDH1KD tx – kills HT-1080 cells with IDH1 knockdown | 2% of 360,000 active | HT-1080 IDH1 knockdown viability, ATP luminescence, 48 h | Potency, µM (top dose mostly 46.1 µM), for inactives: top-dose activity, negative = toxicity, hits mostly cytotoxic;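 further: potency means the concentration at half of the fitted maximal effect; 0% = DMSO wells and -100% = cell-free medium wells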
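Cytotoxicity counter-line: IDH1KD HT-1080, 48 h, CellTiter-Glo. Curves classed by r2, magnitude and activity.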
KB-3-1 tox – KB-3-1 parental cell cytotoxicity; KB-3-1 viability, CellTiter-Glo ATP luminescence, 72 h; Potency, µM (doses to about 46.1 µM), inactives show top-dose activity change, negative = cytotoxic, most hits filed as cytotoxic; 1.4% of 400,000 active; AID 1347075; further: potency means the concentration at half of the fitted maximal effect; on the % scale 0 is the no-effect control and ±100 the full control effect; nearly all actives have a fitted effect of over 60% in size
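Cytotoxicity in the drug-sensitive parental line KB-3-1 was scored as loss of CellTiter-Glo luminescence following 72 h incubation with compound. Values come from curve fitting of normalized concentration-response data.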
Starred values were filed as active, the others as inactive; i = inactive; ? = inconclusive; . = no result given; & = joins results of further samples; [ ] = remark or other dose. Unless noted, the call rests on the fitted dose curve; in most records, active means well fitted curve in the direction sought with a large enough effect; inconclusive means small, poorly fitted or top-dose-only effect, or another doubt; inactive means no such curve, though single readings can be large; an effect the other way counts as inactive or inconclusive.

SMILES	IL1B secr inh	ATXN viability	SW480 rereplic	ATXN2 expr inh	HT1080-NT tox	KB-V1 cytotox	MCF10A rereplic	HT1080 IDH1KD tx	KB-3-1 tox
COc1ccc([C@@H]2OC2(C(N)=O)C(N)=O)cc1	-1	i	?	0%	6%	21%	0%	0%	17%
CC(C)Oc1ccc(C(=O)Nc2cccc3cccnc23)cc1	7	i	-117%[inhibitor]	.	16%	3%	15%	16%	2%
COc1cc2c(cc1OC)CN(C(=S)Nc1ccc(Cl)cc1)CC2	-3	i	-13%	-3%	-2%	9%	-6%	2%	-8%
COc1cc(CN(CCN(C)C)Cc2ccccc2)ccc1OCc1ccccc1	-63*	i	?	-16%	23µM*	?	?	21µM*	?
CC(C)NC(=O)C(=O)NNC(=O)CCc1ccccc1	-3	i	-34%[inhibitor]	-14%	?	-3%	?	20%	7%
CCC(O)CNC(=O)NC(=C(Cl)Cl)c1ccc(C)c(F)c1 (centres undefined)	-73*	i	?	-2%	-4%	?	?	-12%	?
C[C@H]1CN([C@@H](C)CO)C(=O)c2cccc(NS(=O)(=O)c3cn(C)cn3)c2O[C@H]1CN(C)S(C)(=O)=O	10	i	-11%	3%	-1%	0%	6%	-3%	-24%
NC(=O)c1ccccc1NS(=O)(=O)c1ccccc1	4	.	-22%	.	3%	10%	-1%	-3%	11%
O=C1CC(C(=O)Nc2cc(Cl)ccc2Cl)n2ncnc2N1 (centres undefined)	20	i	-11%	13%[11.3 µM]	8%	3%	1%	12%	11%
CC1(c2ccc3c(c2)OCO3)NC(=O)N(CC(=O)Nc2ccc(N3CCOCC3)cc2)C1=O (centres undefined)	15	i	-9%	-28%	-8%	3%	5%	7%	16%

Overlap with the part before: three entries, followed by the next part.
SMILES	IL1B secr inh	ATXN viability	SW480 rereplic	ATXN2 expr inh	HT1080-NT tox	KB-V1 cytotox	MCF10A rereplic	HT1080 IDH1KD tx	KB-3-1 tox
NC(=O)c1ccccc1NS(=O)(=O)c1ccccc1	4	.	-22%	.	3%	10%	-1%	-3%	11%
O=C1CC(C(=O)Nc2cc(Cl)ccc2Cl)n2ncnc2N1 (centres undefined)	20	i	-11%	13%[11.3 µM]	8%	3%	1%	12%	11%
CC1(c2ccc3c(c2)OCO3)NC(=O)N(CC(=O)Nc2ccc(N3CCOCC3)cc2)C1=O (centres undefined)	15	i	-9%	-28%	-8%	3%	5%	7%	16%
O=C(NNC(=O)c1ccc(Cl)cc1Cl)Nc1ccccc1	-19	i	-2%	2%	29%	0%	-6%	30%	11%
CCOc1ccccc1/C=C\c1nc(O)c([N+](=O)[O-])c(=O)[nH]1	-4	i	0%	4%	8%	?	11%	2%	0%
COc1ccc(NC(=O)NCc2ccncc2)c(OC)c1	0	.	-5%	.	-4%	3%	0%	-7%	-6%
CCNC(=O)/C(C#N)=C/c1c(N(Cc2ccccc2)Cc2ccccc2)nc2ccccn2c1=O	-55*	i	-158%[inhibitor]	1%	23µM*	2.9µM*	12%	?	?
Cc1cc(C)nc(NS(=O)(=O)c2ccc(NC(=O)Nc3ccccc3F)cc2)n1	18	i	-21%	-22%	3%	-3%	-3%	11%	4%
O=C(Nc1ccc2c(c1)OCO2)c1cccs1	-13	i	-5%	60%[activator]	-7%[9.24 µM]	-15%	-5%	-17%	?
O=c1nc(-c2ccccc2)c2ccccc2[nH]1	-20	i	2%	3%	-3%	20%	-2%	0%	1%
COc1ccccc1-n1c(=S)[nH]c2c(sc(=S)n2-c2ccc(C)cc2C)c1=O	-3	i	3%	-15%	-8%	11%	-2%	-5%	-17%
CC1(C)COC(c2coc3ccccc3c2=O)OC1	-15	i	1%	4%	-1%	-7%	0%	-5%	5%
CCNC(=O)N1CCCC(C(=O)c2ccc(C(F)(F)F)cc2)C1 (centres undefined)	0	i	?	-6%	1%	13%	-4%	7%	-1%
Cc1ccc(-n2nc(C)c3c(C)c(CCC(=O)NC(C)c4ccccc4)c(C)nc32)cc1 (centres undefined)	0	i	-2%	9%&-1%	6%	2%&-9%	7%	-1%	19%&-8%
COc1ccc(CN(C)Cc2nc(Cc3cccc(F)c3)no2)c2cccnc12	1	i	3%	-22%	-7%	1.8µM*	?	-26%	?
CCN(CC)C(=O)[C@H]1CC(CC(=O)NC(C)(C)C)C(=O)N2CCc3c([nH]c4ccccc34)[C@]12C (some centres undefined)	1	i	-35%[inhibitor][9.22 µM]	7%	8%	-2%	1%	9%	1%
COc1cccc(CNC(=O)C2CCCN(c3ncnc4onc(-c5ccc(F)cc5)c34)C2)c1 (centres undefined)	.	i	.	12%	.	-5%	.	.	0%
CCOc1nc(NC(=O)NS(=O)(=O)Oc2ccc(Cl)cc2)nc(-c2ccccc2)n1	.	?	.	25%	.	-4%	.	.	23%
COc1ccc(CC(N)c2csc(NC(=O)NCCc3ccccc3)n2)cc1 (centres undefined)	?	?	.	?	?	6%	.	?	0%
O=C(/C=C/c1cccs1)NC1CCCC1	-7	i	-11%	31%[activator]	0%	-7%	9%	16%	7%
COc1ccc(C2=NOC(C(=O)N(C)Cc3ccccc3)C2)cc1 (centres undefined)	6	?	1%	36%	11%	2%	1%	27%	3%
CC1=[N+](CC(=O)c2ccccc2)CCn2cccc21	5	i	19%	80%[activator]	-4%	-19%	13%	-14%	-8%
CN(C)S(=O)(=O)c1cccc(C(=O)Nc2ccccc2Cl)c1	-21	i	-8%	16%	9%	16µM*	-1%	-15%	-3%

Whole records, looked up by structure.
Cc1ccc(-n2nc(C)c3c(C)c(CCC(=O)NC(C)c4ccccc4)c(C)nc32)cc1 (centres undefined) in the list: IL1B secr inh: 0; ATXN viability: i; SW480 rereplic: -2%; ATXN2 expr inh: 9%&-1%; HT1080-NT tox: 6%; KB-V1 cytotox: 2%&-9%; MCF10A rereplic: 7%; HT1080 IDH1KD tx: -1%; KB-3-1 tox: 19%&-8%
COc1ccc(CC(N)c2csc(NC(=O)NCCc3ccccc3)n2)cc1 (centres undefined) in the list: IL1B secr inh: ?; ATXN viability: ?; SW480 rereplic: .; ATXN2 expr inh: ?; HT1080-NT tox: ?; KB-V1 cytotox: 6%; MCF10A rereplic: .; HT1080 IDH1KD tx: ?; KB-3-1 tox: 0%
CC1=[N+](CC(=O)c2ccccc2)CCn2cccc21 in the list: IL1B secr inh: 5; ATXN viability: i; SW480 rereplic: 19%; ATXN2 expr inh: 80%[activator]; HT1080-NT tox: -4%; KB-V1 cytotox: -19%; MCF10A rereplic: 13%; HT1080 IDH1KD tx: -14%; KB-3-1 tox: -8%

(more compounds)
SMILES	IL1B secr inh	ATXN viability	SW480 rereplic	ATXN2 expr inh	HT1080-NT tox	KB-V1 cytotox	MCF10A rereplic	HT1080 IDH1KD tx	KB-3-1 tox
COC(=O)[C@H](Cc1ccccc1)NC(=O)Cn1cnc2c(NCc3ccccc3)ncnc21	?	i	-9%	-16%	-2%	-5%	?	-1%	0%
COC(=O)CSc1ncnc2c1sc1nc3c(cc12)COC(C)(C)C3	-8	i	-3%	?	?	-7%	-1%	?	-13%
Cc1ccc(N)c2c1OCCC2=O	66	i	3%	-5%	-4%	-11%	-79%[inhibitor]	-5%	3%
CCN1CCN(c2cc(C)c3cc(NC(=O)c4cccnc4Cl)ccc3n2)CC1	-4	i	?	6%	1%	?	19%	19%	-2%
C/C(=N\NC(=O)c1ccc(O)cc1)c1ccc2c(c1)OCCO2	13	i	-14%	6%	-1%	?	15%	-9%	17%
Cc1cc2cc(CNC(=O)Cc3ccc([N+](=O)[O-])cc3)ccc2n1C	12	i	-1%	-1%	4%	-10%	-65%[inhibitor]	15%	-2%
Cc1nn(CC(=O)Nc2ccc(Cl)cc2Cl)c(=O)c2ccccc12	-15	i	-3%	-18%	-4%	?	9%	0%	22%
CCC1=NN2C(=N)/C(=C\c3cccn3-c3ccc(OC)cc3)C(=O)N=C2S1	-11	?	3%	.	-2%	-7%	9%	-2%	-17%
COc1ccc(CCNC(=O)CSc2nc3ccccc3o2)cc1	-3	i	2%	8%	20%	3%	9%	15%	14%
C[C@H]1CN([C@@H](C)CO)C(=O)c2cc(-c3ccccc3F)cnc2O[C@@H]1CN(C)C(=O)NC1CCCCC1	-11	i	.	-10%	-3%	19%	.	-3%	-7%

An excerpt from above in order of SMILES length, rising.
SMILES	IL1B secr inh	ATXN viability	SW480 rereplic	ATXN2 expr inh	HT1080-NT tox	KB-V1 cytotox	MCF10A rereplic	HT1080 IDH1KD tx	KB-3-1 tox
Cc1nn(CC(=O)Nc2ccc(Cl)cc2Cl)c(=O)c2ccccc12	-15	i	-3%	-18%	-4%	?	9%	0%	22%
CCN1CCN(c2cc(C)c3cc(NC(=O)c4cccnc4Cl)ccc3n2)CC1	-4	i	?	6%	1%	?	19%	19%	-2%
COC(=O)[C@H](Cc1ccccc1)NC(=O)Cn1cnc2c(NCc3ccccc3)ncnc21	?	i	-9%	-16%	-2%	-5%	?	-1%	0%

More structures
SMILES	IL1B secr inh	ATXN viability	SW480 rereplic	ATXN2 expr inh	HT1080-NT tox	KB-V1 cytotox	MCF10A rereplic	HT1080 IDH1KD tx	KB-3-1 tox
CC(c1ccccc1)n1cc2c(c1-c1ccccc1Br)c(=O)n(C)c(=O)n2C (centres undefined)	.	?	.	-39%	.	9%	.	.	0%
CC1CCN(S(=O)(=O)c2ccc(NC(=O)CN3CCOCC3)cc2)CC1	9	i	-2%	-4%	15%	0%	9%	-3%	-22%
Cc1c(NC(=O)c2ccc(Cl)c(S(=O)(=O)N3CCCCC3)c2)c(=O)n(-c2ccccc2)n1C	0	i	-4%	3%	-7%	2%	-2%	-12%	-12%
CCCCCCn1c(CN2CCC(C)CC2)nc2c1c(=O)n(C)c(=O)n2C	41	i	0%	-6%	14%	2%	3%	-5%	-3%
O=C(CSc1nc2ccccc2c(=O)n1CC1CCCO1)N1CCN(c2ccccc2)CC1 (centres undefined)	0	i	-2%	-21%	?	2%	-8%	-30%	-4%
O=C(Nc1ccccc1)c1cc2ccccc2c(=O)s1	5	?	5%	74%[activator]	3%	-10%	1%	9%	-6%

Bioassay records: PubChem BioAssay, National Center for Advancing Translational Sciences (NCATS)
